# Screening data from PubChem.
# TRPC6 activator – mouse TRPC6 channel activation. Q61143. HEK293-TRPC6 membrane potential dye fluorescence; hits give high values. B-score at 10 µM. 0.13% of 310,000 active;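 active means B-score of the integrated fluorescence ratio above library mean plus 3 SD, and starting fluorescence ratio within library mean plus 5 SD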;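 further: higher score means more depolarization so channel activation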
# TRPC6 inhibitor – blocks the mouse TRPC6 cation channel; Q61143; HEK293-TRPC6, membrane potential dye, ACh-evoked depolarization; hits give low values; B-score at 10 µM; 1.1% of 310,000 active; AID 2553;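 active means B-score under library mean minus 3 SD, initial fluorescence not abnormally high, positive integrated signal ratio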;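 further: B-score derived from integrated fluorescence ratio over the kinetic read; more negative B-score means stronger inhibition of depolarization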
# MrgX1 agonist – activates human MrgX1 receptor signaling | Q96LB2 | MrgX1-HEK293 cells, Fluo-4 calcium fluorescence, agonist mode; hits give high values | B-score at 10 µM | 0.44% of 310,000 active | AID 588627;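 active means calcium response B-score plate-corrected fluorescence ratio at least 3 library SD, with starting fluorescence B-score inside 5 SD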
# Target sequence (Q96LB2 whole entry, looked up): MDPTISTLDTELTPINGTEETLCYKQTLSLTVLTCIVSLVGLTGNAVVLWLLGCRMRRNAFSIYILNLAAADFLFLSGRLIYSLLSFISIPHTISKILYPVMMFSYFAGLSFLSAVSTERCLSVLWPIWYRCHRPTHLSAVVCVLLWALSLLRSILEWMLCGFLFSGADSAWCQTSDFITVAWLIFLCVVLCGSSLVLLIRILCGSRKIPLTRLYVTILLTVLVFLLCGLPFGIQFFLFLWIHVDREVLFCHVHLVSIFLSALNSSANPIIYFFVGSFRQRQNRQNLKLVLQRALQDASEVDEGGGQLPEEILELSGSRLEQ
#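 Test system: HEK293 cells stably expressing human MrgX1 receptor; Input: fifteen thousand cells per well; Dosing: compound delivered in addition one of three; Schedule: overnight seeding, then 1 h dark dye loading; Technique: Fluo-4 NW calcium fluorescence; Measure: B-scored fluorescence response ratio; Controls: positive and negative controls per plate.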
# MrgX1 PAM – allosterically activates human MrgX1 receptor signaling | B-score at 10 µM | 0.63% of 310,000 active | MrgX1-HEK293, Fluo-4 calcium flux, FDSS; hits give high values;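 active means plate-corrected calcium response at least 3 library SD above typical, normal starting fluorescence, not activating the receptor alone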;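 further: compound read alongside a low EC10 to EC30 dose of BAM8-22 agonist; peak minus trough fluorescence over baseline measured at the second addition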
# HIF activator – HIF pathway transcriptional activation. U2OS HRE-luciferase reporter, luminescence; normalized: DMSO 0%, desferrioxamine 100%. activation, % at 7.5 µM (by protocol). 0.32% of 300,000 active;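 active means mean activation of at least 10% of the iron chelator positive control signal, with at least half of replicates also reaching 10%; inconclusive means mean and replicate majority disagree about reaching 10%; inactive means mean and most replicates under 10%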
# TRPC4 inh – TRPC4 (mouse) channel inhibition; Q9QUQ5; HEK293 TRPC4beta/mu-opioid, DAMGO-evoked Fluo4 calcium flux; hits give low values; B-score at 10 µM; 0.39% of 300,000 active;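 active means B-score over 3 SD under the library average, no early fluorescence shift, positive overall ratio signal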
#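 Assay system: HEK293 cells with stable TRPC4beta plus mu-opioid receptor expression; Probe or stimulus: DAMGO in two steps, submaximal then maximal; Dosing: single-point compound dosing; Measured by: Fluo4 calcium-dye fluorescence, kinetic read; Read-out basis: B score from integrated Fluo4 fluorescence ratio.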
# Platelet DG rel – modulates dense granule release in human platelets. human platelet-rich plasma, SFLLRN dense granule ATP release, luminescence. inhibition, %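 (compounds screened at 7.5 µM in platelet-rich plasma)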. 0.22% of 300,000 active;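 active means mean replicate score, as percent of positive control, at or above 50; inconclusive means mean below 50 but at least one replicate at or above 50; inactive means mean and every replicate below 50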
# SKKanGAS inh – inhibitors of SKKanGAS S. pyogenes growth in kanamycin (SK-promoter or general growth effect); BacTiter-Glo, 6 h; inhibition, % at 7.5 µM; 1.3% of 300,000 active; AID 1662;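 active means mean replicate score, as percent of positive control median, at least 50; inconclusive means mean below 50 but one replicate at or above 50; inactive means mean and every replicate below 50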;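 further: strain carries kanamycin resistance gene driven by streptokinase promoter and grows in 40 µg/ml kanamycin; loss of luminescence reflects streptokinase promoter inhibition or plain growth inhibition; 0% = median of DMSO wells and 100% = positive control at its reference dose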
# MrgX1 antagonist – antagonists of human MrgX1 receptor; Q96LB2; B-score at 10 µM; MRGX1-HEK293 calcium flux, Fluo-4, BAM8-22 antagonism; hits give low values; 1.3% of 310,000 active;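 active means calcium-response B-score plate-corrected more than 3 library SD below zero, starting fluorescence within 5 deviations, no agonist response on first addition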;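 further: peak minus trough fluorescence over baseline after final BAM8-22 challenge near maximal dose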
# RGS4 act – RGS4 potentiation or activation | HEK293 M3R/inducible RGS4, carbachol calcium flux Fluo4; hits give low values | B-score at 10 µM | 0.92% of 310,000 active | AID 463111;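 active means B-score of the integrated calcium signal more than 4 SD below the library mean, with starting fluorescence not abnormally high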;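 further: negative B-score means reduced calcium response which marks RGS4 activation or potentiation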
#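 test system = M3R-expressing HEK293 line, RGS4 induced by doxycycline | probe or stimulus = carbachol at ECmax as muscarinic agonist stimulus | timing = dye loading 30 min 37 °C, buffer rest 30 min RT | signal = calcium dye Fluo4 fluorescence | evaluation = B score from integrated fluorescence ratio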
# RGS4 inh – human RGS4 inhibition | 0.45% of 310,000 active | HEK293 M3R/RGS4 inducible, Fluo-4 calcium flux; hits give high values; triggered by carbachol at its EC20 | B-score at 10 µM | P49798;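 active means B-score, a plate-corrected calcium signal, over three deviations above library mean, with baseline fluorescence within five deviations of library mean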;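 further: RGS4 expression induced by doxycycline in cells with stable M3 receptor; B-score is computed from the integrated fluorescence ratio over baseline after carbachol; higher B-score means a larger calcium signal and so more RGS4 inhibition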
# Target sequence (P49798 whole entry, looked up): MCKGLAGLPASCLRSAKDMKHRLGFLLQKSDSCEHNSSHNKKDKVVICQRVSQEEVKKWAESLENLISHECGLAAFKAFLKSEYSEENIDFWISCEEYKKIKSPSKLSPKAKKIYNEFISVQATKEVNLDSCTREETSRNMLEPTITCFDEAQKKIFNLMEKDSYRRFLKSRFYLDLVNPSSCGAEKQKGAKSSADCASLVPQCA
# * = called active by the depositor; i = inactive; u = inconclusive; x = not tested or not shown. The order is random. Share with any hit: about 6.1%.
SMILES,TRPC6 activator,TRPC6 inhibitor,MrgX1 agonist,MrgX1 PAM,HIF activator,TRPC4 inh,Platelet DG rel,SKKanGAS inh,MrgX1 antagonist,RGS4 act,RGS4 inh
O=C1/C(=C/c2ccccn2)SC(=S)N1c1ccc(O)cc1,i,i,i,i,1.1,i,-2,-12,i,i,i
CNC(=O)CSc1nc2ccccc2c(=O)n1-c1cc(OC)ccc1OC,i,i,i,i,-0.3,i,4,3,i,i,i
COc1ccc(C(=O)N2CCN(c3nc(C4CC4)nc4sc(C)c(C)c34)CC2)cc1,i,i,i,i,0.0,i,-14,11,i,i,i
O=c1[nH]sc2ccccc12,i,i,x,x,-1.0,i,6,6,x,i,i
O=C(Cc1ccccc1)NNC(=O)C1CCCC1,i,i,i,i,-1.0,i,15,4,i,i,i
O=C(Cc1cccs1)NCc1ccc(Cl)cc1Cl,i,i,i,i,1.7,i,1,-2,i,i,i
O=C(Nn1cnnc1)c1cc2cc(Br)ccc2oc1=O,i,i,i,i,0.0,i,1,2,i,i,i
O=C(CC(c1ccccc1)c1ccccc1O)NCc1ccco1 (configuration not stated),i,i,i,i,0.4,i,4,-1,i,i,i
O=S(CC1CC1(Cl)Cl)CC1CC1(Cl)Cl (configuration not stated),i,i,i,i,0.0,i,4,-1,i,i,i
O=S(=O)(c1ccc2c(c1)OCCO2)N(Cc1ccc(F)cc1)Cc1nnc(-c2cccs2)o1,i,i,i,i,-0.6,i,1,3,i,i,i
Cc1nc([N+](=O)[O-])c(C(=O)OCc2ccccc2Br)n1C,i,i,i,i,-0.8,i,-26,-2,i,i,i
CCOc1ccccc1CNC(=O)CN1C(=O)CSc2ccc(S(=O)(=O)N3CCOCC3)cc21,i,i,i,i,-0.6,i,4,-6,i,i,i
CC1CCCC(C)N1CCCNC(=O)Cn1ncc2c3ccccc3n(C)c2c1=O (configuration not stated),i,i,i,i,-0.4,i,-12,2,i,i,i
N#Cc1c(-c2ccccc2)nc(-c2cccnc2)[nH]c1=O,i,i,i,i,-0.1,i,4,3,i,i,i
COc1ccc(CN2CCN(C(=O)Cn3nc(C(=O)O)c4ccccc4c3=O)CC2)cc1F,i,i,i,i,-0.3,i,u,-1,i,i,i
O=C(NC(=S)N(Cc1ccccc1)Cc1ccccc1)c1ccccc1F,i,i,i,i,-0.7,i,4,94*,i,i,i
CC(C)CC(=O)Nc1ccc(F)c(Cl)c1,i,i,i,i,-0.6,i,-7,4,i,i,i
CCCn1c(SCC(=O)NCc2ccc(C)cc2)n[nH]c1=O,i,i,i,i,-0.4,i,6,1,i,i,i
COCc1ccc(CN2CCCC(C(=O)Nc3ccccc3-c3ccc(OC)cc3)C2)o1 (configuration not stated),i,i,i,i,-0.6,i,-4,0,i,i,i
Cc1ccc(-c2nnn(CC(=O)N(Cc3ccccc3)C(C(=O)NC(C)(C)C)c3ccncc3)n2)o1 (configuration not stated),i,i,i,i,-0.4,i,6,6,i,i,i
CN(C)c1ccc(/C=N/Nc2cccc(C(=O)O)c2)cc1,i,i,i,i,-0.7,i,12,3,i,i,i
COCC1CCCN(Cc2nc(-c3ccc4c(c3)OCO4)no2)C1 (configuration not stated),i,i,i,i,1.9,i,4,1,i,i,i
CC(C)(C)C(=O)N(Cc1ccccc1)c1ccccn1,i,i,i,i,-0.2,i,0,-2,i,i,i
Cc1cc(C)cc(N(CC(=O)NC2CC3CCC2C3)S(C)(=O)=O)c1 (configuration not stated),i,i,i,i,-0.7,i,1,-5,i,i,i
COc1ccc(CCn2c(=N)c(C(=O)NCCN3CCOCC3)cc3c(=O)n4cccc(C)c4nc32)cc1OC,i,i,i,i,1.5,i,-2,2,i,i,i

# Continued:
SMILES,TRPC6 activator,TRPC6 inhibitor,MrgX1 agonist,MrgX1 PAM,HIF activator,TRPC4 inh,Platelet DG rel,SKKanGAS inh,MrgX1 antagonist,RGS4 act,RGS4 inh
COCc1nnc(NC(=O)c2cc(Cl)ccc2OC)s1,i,i,i,i,877*,i,8,-8,i,i,i
Cc1ccc(NC(=O)NCCCN2CCOCC2)cc1,i,i,i,i,0.2,i,12,-1,i,i,i
O=S1(=O)CC(O)C(N2CCC(c3ccccc3)CC2)C1 (configuration not stated),i,i,i,i,-0.3,i,8,1,i,i,i
CC(=O)Nc1ccc(NC(=O)C(C)OC(=O)C2CCN(S(=O)(=O)c3ccc4c(c3)OCCO4)CC2)cc1 (configuration not stated),i,i,i,i,-0.4,i,8,8,i,i,i
O=C(NCc1ccc2c(c1)OCO2)c1ccc(S(=O)(=O)NCC2CCCO2)cc1 (configuration not stated),i,i,i,i,-0.2,i,-5,-1,i,i,i
Cc1ccc(NC(=O)Nc2ccc3c(c2)OCO3)nc1,i,i,i,i,2.1,i,0,-15,i,i,i
C/C(CCS(=O)(=O)c1ccccc1)=N/O,i,i,i,i,-0.5,i,-1,-2,i,i,i
CCOC(=O)c1[nH]c2ccc(OC)cc2c1NC(=O)CCN1CCN(Cc2ccccc2)CC1,i,i,i,i,-0.1,i,-3,1,i,i,i
CCc1ccc2nc(NC(=O)CCCc3cccs3)sc2c1,i,i,i,i,1.3,i,-2,13,i,i,i
COc1ccc2ccccc2c1/C=N/NC(=O)c1ccc(C)nc1,i,i,i,i,-28,i,-4,15,i,i,i
COc1ccc(OC(=O)Nc2ccccc2)cc1,i,i,i,i,3.2,i,22,4,i,i,i
O=C(Nc1cccc(F)c1)Nc1cccc(Cl)c1,i,i,i,i,2.0,i,6,13,-5.1*,i,i
O=C(CSc1nc2c(cnn2-c2ccc(F)cc2)c(=O)[nH]1)Nc1nccs1,i,i,i,i,0.1,i,7,7,i,i,i
O=C(Nc1ncc(Cc2ccccc2Cl)s1)c1ccc([N+](=O)[O-])cc1,i,i,i,i,0.0,i,-1,5,i,i,i
Fc1ccc(-c2nnc3ccc(N4CCc5ccccc5C4)nn23)cc1,i,i,i,i,-0.3,i,11,8,i,i,i
COc1ccc(-c2noc(N3CCC(C(=O)Nc4cccc(OC)c4)CC3)n2)cc1,i,i,i,i,0.2,i,1,9,i,i,i
COc1cccc(-c2nn(C)c3sc(C(=O)Nc4ccc5c(c4)OCCO5)cc23)c1,i,i,i,i,2.9,i,0,59*,i,i,i
O=C(Cn1nnc(-c2ccccc2)n1)NCc1cccs1,i,i,i,i,0.0,i,-2,-6,i,i,i
CN(CC(=O)Nc1ccc(Cl)c(C(F)(F)F)c1)C(=O)c1ccc(N2CCOCC2)c([N+](=O)[O-])c1,i,i,i,i,-0.6,i,18,-5,i,i,5.4*
CCn1c(=O)n(CC)c2cc(NC(=O)C(C)c3ccccc3)c(Br)cc21 (configuration not stated),i,i,i,i,0.7,i,-6,-3,i,i,i
O=C(Cc1c[nH]c2ccccc12)N/N=C/c1ccccc1O,i,i,i,i,0.2,i,u,4,i,i,i
CCN(CC)CCNC(=O)c1ccc(NC(=O)Cc2cccc3ccccc23)cc1,i,i,i,i,-0.6,i,-1,5,i,-7.5*,i
O=C(NCCCN1CCCC1=O)c1cncc(Br)c1,i,i,i,i,0.2,i,2,x,i,i,i
COC(=O)c1sc(NC(=O)/C=C/c2ccc(C)o2)nc1C,i,i,i,i,0.9,i,-13,-9,i,i,i
COc1ccc(CCN2C(=O)C(O)=C(C(=O)c3ccco3)C2c2cccs2)cc1OC (configuration not stated),i,i,i,i,0.6,i,2,11,i,i,i

# (list continues)
SMILES,TRPC6 activator,TRPC6 inhibitor,MrgX1 agonist,MrgX1 PAM,HIF activator,TRPC4 inh,Platelet DG rel,SKKanGAS inh,MrgX1 antagonist,RGS4 act,RGS4 inh
O=C(OCC(=O)c1ccc(Cl)s1)c1ccc(CO)cc1,i,i,i,i,-19,i,-2,1,i,i,i
COc1cc(C(=O)NNC(=S)NCc2ccco2)cc(OC)c1OC,i,i,i,i,-0.2,i,4,-16,i,i,i
CCCC(=O)NC(=S)Nc1ccc(NC(=O)C(C)C)c(OC)c1,i,i,i,i,-0.1,i,-2,0,i,i,i
COc1cccc(C(c2nnnn2CS(=O)(=O)c2ccc(C)cc2)N2CCN(C)CC2)c1OC (configuration not stated),i,i,i,i,0.0,i,-1,-1,i,i,i
c1ccc(-c2nc(-n3nc4ccccc4n3)nc3ccccc23)cc1,i,i,i,i,-0.2,i,0,44,i,-7.2*,i
Cc1ccc(NC(=O)c2ccc(CNS(=O)(=O)c3cccc(C(F)(F)F)c3)cc2)cc1,i,i,i,i,-0.3,i,-10,3,i,i,i
CC(CCc1ccccc1)NC(=O)Cc1ccc([N+](=O)[O-])cc1 (configuration not stated),i,i,i,i,-0.5,i,2,-11,i,i,i
CCCCN(CCCC)C(=O)c1sc2nc(N3CCOCC3)c3c(c2c1N)CCCC3,i,i,i,i,-0.2,i,-11,10,i,i,i
Cc1nc(C(=O)N2CCOCC2)sc1C1(C)CC(c2ccccc2)=NO1 (configuration not stated),i,i,i,i,-0.4,i,2,-3,i,i,i
N#CC1=C(N)Oc2cc3c(cc2C1c1ccc(Cl)cc1)OCO3 (configuration not stated),i,i,i,i,-0.1,i,-4,27,-7.9*,i,i
Cc1sc(NC(=O)c2ccccc2)c(C(=O)NCCN(C)C)c1C,i,-11*,i,i,0.2,i,-4,5,i,i,i
O=C(COc1cccc(C(F)(F)F)c1)NCCCN1CCCC1=O,i,i,i,i,-0.3,i,-3,7,i,i,i
COc1ccccc1Nc1nc(C)c(C(=O)Nc2ccccc2)s1,i,i,i,i,-46,i,-55,-10,i,i,i
CCOC(=O)C(CC)n1cnc2sc3c(c2c1=O)CCC3 (configuration not stated),i,i,i,i,0.0,i,2,-4,i,i,i
O=C(Nc1ccccc1)/C(=C/c1ccc([N+](=O)[O-])cc1)NC(=O)c1ccco1,i,i,i,i,-0.6,i,-2,2,i,i,i
CN(C)CCNC(=O)C(=O)c1c(-c2ccccc2)cc2ccccn12,i,i,i,i,0.2,i,-1,-4,i,i,i
Cc1ccc2nc3c(cc2c1)c(NC(=O)c1ccccn1)nn3CC(C)C,i,i,i,i,0.7,i,-2,-4,i,i,i
Cc1cccc(Nc2ncnc3nc[nH]c23)c1,i,i,i,i,3.0,i,-19,-1,i,i,i
